PLCg1 inh: inhibitors of human phospholipase C gamma1 | 370,000 compounds, 0.84% hits | purified PLC-gamma1, fluorogenic substrate, fluorescence | inhibition, % at 12.2 µM; in the data active = inhibition above about 9.5%
ARFGAP1 inh: inhibitors of rat ARFGAP1. 360,000 compounds, 0.26% hits. Q62848. AID 651572. inhibition, % at 16.5 µM. Arfgap1-stimulated ARF1 GTP hydrolysis, GDP FP detection;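 active = inhibition above a per-plate limit, mean inhibition of low control wells plus 3 SD, cut at about 25% in these data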;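 also: 0% = DMSO wells with enzyme and 100% = wells lacking Arfgap1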
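Material – truncated rat Arfgap1 GAP domain · Buffer or medium – HEPES-based buffer, pH 7.5 · Reagent – human ARF1(Δ1-17)-GTP substrate · Dosing – 16.5 µM single point, 1.26% DMSO · Schedule – GTP hydrolysis reaction 2 h at 25 °C · Technique – GDP detection by fluorescence polarization · Benchmarks – No-Arfgap1 wells (100%) versus DMSO full-reaction wells (0%) · Repeats – single replicate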
Tn6 DDE FP: inhibitors of Tn6 peptide binding to human fibrin DD(E); P02675; inhibition, % at 8.3 µM; AID 720509; Fibrin DD(E) TRITC-Tn6 fluorescence polarization displacement; 370,000 compounds, 0.21% hits;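 active = inhibition above a per-campaign cutoff: mean of compounds within control limits plus 3 SD, cut at about 15% in these data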;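 also: 0% = median of all compound wells on the plate and 100% = blocking peptide control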
ASAP1 inh: inhibitors of human ASAP1 ArfGAP activity | Q9ULH1 | ASAP1-stimulated ARF1 GTP hydrolysis, GDP FP detection | inhibition, % at 16.5 µM | 360,000 compounds, 0.19% hits | AID 624377; in the data active = inhibition above about 25%;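 also: 0% = vehicle with enzyme and substrate and 100% = no enzyme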
Target sequence (Q9ULH1 325-724 limits assumed): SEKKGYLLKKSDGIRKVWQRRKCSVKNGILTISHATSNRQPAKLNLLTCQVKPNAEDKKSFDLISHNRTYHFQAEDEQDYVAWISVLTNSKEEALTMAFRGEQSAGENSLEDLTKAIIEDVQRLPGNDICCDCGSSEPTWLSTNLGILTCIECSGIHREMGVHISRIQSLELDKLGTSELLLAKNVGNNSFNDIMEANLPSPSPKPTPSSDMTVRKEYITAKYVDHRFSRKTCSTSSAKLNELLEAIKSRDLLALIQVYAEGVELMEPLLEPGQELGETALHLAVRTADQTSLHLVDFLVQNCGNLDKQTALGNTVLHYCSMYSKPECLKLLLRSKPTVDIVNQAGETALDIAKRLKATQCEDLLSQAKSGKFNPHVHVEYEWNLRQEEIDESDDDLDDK
KLK7 zymogen act: activators of human kallikrein-7 zymogen; P49862; purified proKLK7, EDANS-DABCYL substrate fluorescence; 100% is mature enzyme control, 0% vehicle; activation, % at 7 µM; 370,000 compounds, 0.9% hits; AID 652039;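 active = activation above the mean of all tested compounds plus 3 SD, computed per campaign excluding outliers beyond control limits, cut at about 13% in these data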
UHRF1 binding: human UHRF1 methylated DNA binding inhibitors. inhibition, % at 4.4 µM. 370,000 compounds, 0.75% hits. Q96T88. UHRF1 binding to methylated oligo, TR-FRET; in the data active = inhibition above about 21%;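 also: UHRF1 SRA domain binding a hemimethylated CpG hairpin DNA probe; 0% = median of test compound wells and 100% = reference inhibitor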
MBD2 DNA inh: inhibitors of human MBD2 binding to methylated oligonucleotide; Q9UBB5; TR-FRET; inhibition, % at 4.4 µM; 370,000 compounds, 0.31% hits; in the data active = inhibition above about 13%
DDE Tn7 FP inh: inhibitors of Tn7 peptide binding to human fibrin DD(E); FP displacement of FITC-Tn7 peptide from fibrin DD(E); 0% = median of compound wells per plate; inhibition, % at 8.3 µM; 370,000 compounds, 0.13% hits;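 active = inhibition above the mean of compounds falling within the control limits plus 3 SD of them, cut at about 14% in these data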;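 also: 0% = plate median of compound wells and 100% = 10 µM Aha-Tn7 peptide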
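Assay system: human fibrin DD(E) protein / Input: 2 µM fibrin DD(E) / Benchmarks: high control of 10 µM Aha-Tn7 peptide / Measured by: fluorescence polarization of the labelled Tn7 tracer / Medium: Tris buffer with calcium and detergent, pH 7.8 / Timing: 10 min compound pre-incubation, 3 h probe incubation at room temperature / Repeats: one replicate per compound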
PLCb3 inh: inhibitors of human phospholipase C beta3 | Q01970 | Purified PLC-beta3, fluorogenic substrate, fluorescence | inhibition, % at 12.2 µM | 370,000 compounds, 0.18% hits | AID 720704; in the data active = inhibition above about 11%;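 also: 0% = median of compound wells on plate and 100% = full blocker control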
ADAM17 inh: inhibitors of human ADAM17 | P78536 | recombinant ADAM17, EDANS/DABCYL FRET peptide cleavage | inhibition, % at 6.95 µM | 370,000 compounds, 0.83% hits | AID 720648;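 active = inhibition above the mean of compounds lying between control limits plus 3 SD, set per campaign, cut at about 8.5% in these data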;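 also: 0% = DMSO-only wells as the low control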
Target sequence (P78536 215-824 limits assumed): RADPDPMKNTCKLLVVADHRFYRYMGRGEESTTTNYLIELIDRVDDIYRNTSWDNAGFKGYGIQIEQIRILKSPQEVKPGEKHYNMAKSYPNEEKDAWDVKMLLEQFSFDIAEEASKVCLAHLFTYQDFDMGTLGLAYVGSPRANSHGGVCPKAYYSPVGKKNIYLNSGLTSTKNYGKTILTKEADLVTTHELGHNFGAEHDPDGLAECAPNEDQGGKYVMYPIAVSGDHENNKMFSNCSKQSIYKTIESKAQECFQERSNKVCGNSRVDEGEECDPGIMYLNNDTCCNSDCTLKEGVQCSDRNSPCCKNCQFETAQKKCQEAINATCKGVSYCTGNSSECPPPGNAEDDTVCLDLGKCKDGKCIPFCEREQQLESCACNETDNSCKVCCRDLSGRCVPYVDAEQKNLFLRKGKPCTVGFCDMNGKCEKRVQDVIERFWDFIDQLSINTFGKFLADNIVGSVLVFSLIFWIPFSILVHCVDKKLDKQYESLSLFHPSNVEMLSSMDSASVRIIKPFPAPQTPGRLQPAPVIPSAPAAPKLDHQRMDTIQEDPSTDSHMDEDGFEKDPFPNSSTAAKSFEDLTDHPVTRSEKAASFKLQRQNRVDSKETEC
* hit, by the source's call. Not a hit list, and some 4.1% of all compounds hit somewhere here.

(1) COc1ccc(OCC(O)CN(C)C(=O)/C=C/c2cccc([N+](=O)[O-])c2)cc1 (stereo unspecified)
(2) CCC(=O)Nc1cccc(-n2nnnc2SCC(=O)c2ccc(C)c(C)c2)c1
(3) Cc1ccc2cc3c(NC(=O)CC(C)C)nn(C)c3nc2c1
(4) Cc1cc(=O)[nH]c2c1c(=O)[nH]n2C1CC(C)N(C)CC1C (stereo unspecified)
(5) CC(=O)c1cccc(NC(=O)CCc2nnc3ccc(N4CCN(C)CC4)nn23)c1

compound no.	1	2	3	4	5
PLCg1 inh	3	3	-125	-2	-1
ARFGAP1 inh	-2	5	1	4	2
Tn6 DDE FP	-2	-6	2	6	3
KLK7 zymogen act	0.0	0.6	-4.3	-0.6	-0.3
UHRF1 binding	-1	-1	1	20	3
PLCb3 inh	1	-1	-160	1	-7
MBD2 DNA inh	-5	1	0	4	0
ASAP1 inh	-4	9	-6	-1	1
DDE Tn7 FP inh	-7	-6	-9	5	5
ADAM17 inh	2	3	-8	-5	-7

(6) C/C(N)=C(/C#N)C(=O)COC(=O)c1cc2c(s1)CCC(C)C2 (stereo unspecified)
(7) CC1CCC(N2CC(=O)N(Cc3ccc4c(c3)OCO4)C(c3ccc(F)cc3)C2=O)CC1 (stereo unspecified)
(8) COc1ccc(-c2noc(CCC(=O)N3CCN(c4ccccc4OC)CC3)n2)cc1
(9) Cc1cc(=O)[nH]c(SCCOc2ccc(OC(C)C)cc2)n1
(10) COc1ccc(S(=O)(=O)Cc2ccc(C(=O)NCCCN3CCc4ccccc4C3)o2)cc1

compound no.	6	7	8	9	10
PLCg1 inh	-2	-3	0	1	-31
ARFGAP1 inh	-2	-9	-1	-1	4
Tn6 DDE FP	1	2	-5	8	-2
KLK7 zymogen act	0.8	0.8	0.5	0.0	0.1
UHRF1 binding	0	-2	-4	-1	-1
PLCb3 inh	-9	0	-4	1	-38
MBD2 DNA inh	-3	-2	-6	0	3
ASAP1 inh	-4	12	-15	-26	11
DDE Tn7 FP inh	6	-4	5	1	1
ADAM17 inh	0	-2	1	-3	-13

Profiles, quoted from the list. Values in the order: PLCg1 inh	ARFGAP1 inh	Tn6 DDE FP	KLK7 zymogen act	UHRF1 binding	PLCb3 inh	MBD2 DNA inh	ASAP1 inh	DDE Tn7 FP inh	ADAM17 inh
Entry for Cc1ccc2cc3c(NC(=O)CC(C)C)nn(C)c3nc2c1 = -125	1	2	-4.3	1	-160	0	-6	-9	-8
Entry for Cc1cc(=O)[nH]c(SCCOc2ccc(OC(C)C)cc2)n1 = 1	-1	8	0.0	-1	1	0	-26	1	-3
Entry for Cc1cc(=O)[nH]c2c1c(=O)[nH]n2C1CC(C)N(C)CC1C (stereo unspecified) = -2	4	6	-0.6	20	1	4	-1	5	-5
Entry for C/C(N)=C(/C#N)C(=O)COC(=O)c1cc2c(s1)CCC(C)C2 (stereo unspecified) = -2	-2	1	0.8	0	-9	-3	-4	6	0
Entry for COc1ccc(-c2noc(CCC(=O)N3CCN(c4ccccc4OC)CC3)n2)cc1 = 0	-1	-5	0.5	-4	-4	-6	-15	5	1

Next records.
(11) CC(C)C[C@H]1CN=C(Nc2ccccc2)N1CC1CCC1
(12) C(=C\c1ccccc1)/C=N/n1cnnc1
(13) Cc1cc(NS(=O)(=O)c2ccc(NC(=O)C(C)Oc3ccc(Cl)cc3)cc2)no1 (stereo unspecified)
(14) Cc1ccc(Cn2c3ccccc3c3cn[nH]c(=O)c32)cc1
(15) COc1ccc(-c2csc(NC(=O)CSc3nnc(Nc4ccccc4C)s3)n2)cc1

compound no.	11	12	13	14	15
PLCg1 inh	-1	10*	3	-2	-4
ARFGAP1 inh	0	2	-7	8	1
Tn6 DDE FP	4	0	-13	5	5
KLK7 zymogen act	-0.3	0.0	0.8	-0.3	-0.9
UHRF1 binding	-3	-2	3	0	-2
PLCb3 inh	0	-2	0	-3	-6
MBD2 DNA inh	0	1	2	2	1
ASAP1 inh	-7	-8	-1	5	-5
DDE Tn7 FP inh	4	0	2	-8	6
ADAM17 inh	-1	-1	-1	-2	0

(16) COc1cc(OC)c(NC(=O)c2cncn2-c2ccc(F)cc2)cc1Cl
(17) CCC(C)NC(=O)CCn1c(-c2ccccc2)cc(C(C)=O)c1C (stereo unspecified)
(18) CCOC(=O)CSc1cc(=O)n(C)c2cc(Cl)ccc12
(19) Cc1sc2nc(CSC(C)C(=O)Nc3ccccn3)[nH]c(=O)c2c1C (stereo unspecified)
(20) O=C(NCCOC(=O)c1ccc(Cl)cc1)c1cccnc1

compound no.	16	17	18	19	20
PLCg1 inh	-2	-1	-1	-31	3
ARFGAP1 inh	4	9	15	-7	7
Tn6 DDE FP	-3	5	0	1	1
KLK7 zymogen act	0.3	-0.2	0.5	-0.8	-0.5
UHRF1 binding	0	0	0	2	2
PLCb3 inh	-4	-1	10	-43	0
MBD2 DNA inh	-1	-2	0	-1	2
ASAP1 inh	2	-5	3	-16	-1
DDE Tn7 FP inh	-2	0	2	-8	1
ADAM17 inh	-3	2	0	-12	-1

(21) O=C(NC(=O)N1CCCCC1)c1ccc(Cl)cc1
(22) Cc1cc(C)n(/N=C/c2ccc(C(C)C)cc2)c(=O)c1C#N
(23) Cc1ccc(C(=O)NC(=O)OCCn2c(C)cnc2[N+](=O)[O-])cc1
(24) COc1ccc(OCC(=O)Nc2ccccc2C(=O)N2CCOCC2)cc1
(25) Cn1ncc(S(=O)(=O)Cc2ccccc2)c(Cl)c1=O

compound no.	21	22	23	24	25
PLCg1 inh	-3	-2	5	-1	1
ARFGAP1 inh	2	-2	0	-11	9
Tn6 DDE FP	2	0	0	4	-6
KLK7 zymogen act	0.6	-0.3	-0.3	0.1	-0.2
UHRF1 binding	-1	3	5	4	-1
PLCb3 inh	-9	1	1	-5	-6
MBD2 DNA inh	-2	1	-1	-1	0
ASAP1 inh	-5	10	5	2	-6
DDE Tn7 FP inh	6	-1	0	0	-1
ADAM17 inh	-3	-1	-2	0	-8

(26) COc1ccc(/C=N/NC(=O)Cc2cc(OC)c(OC)cc2[N+](=O)[O-])cc1
(27) COc1cc(/C=N/NC(=O)CNS(=O)(=O)c2ccc(C)cc2)cc(OC)c1OC
(28) CCOC(=O)C(Cc1ccccc1)NC(=O)Cn1nnc(-c2ccccc2)n1 (stereo unspecified)
(29) Cc1ccc(C)c(NC(=O)Cn2nnc(-c3ccc(N4CCOCC4)cc3)n2)c1
(30) O=C(OCC(=O)N1c2ccccc2Sc2ccccc21)c1ccc[n+]([O-])c1

compound no.	26	27	28	29	30
PLCg1 inh	1	-1	4	0	2
ARFGAP1 inh	-8	-7	3	9	18
Tn6 DDE FP	6	5	1	12	-9
KLK7 zymogen act	0.0	0.5	0.3	-0.5	0.1
UHRF1 binding	-5	-4	4	0	6
PLCb3 inh	1	0	1	-1	-9
MBD2 DNA inh	-5	-5	6	0	0
ASAP1 inh	1	-9	-6	9	1
DDE Tn7 FP inh	10	-4	4	-9	0
ADAM17 inh	5	-2	-2	3	-3

(31) FC(F)(F)c1cc(-c2ccco2)nc(NCc2ccc(Cl)cc2)n1
(32) O=C(CSc1ccc(Br)cc1)NCC1(N2CCCCC2)CCCCC1
(33) Cc1cc(C)n2nc(SCc3nnc(-c4ccccc4Br)o3)nc2n1
(34) COc1ccc2nc3n(c(=O)c2c1)-c1ccccc1C(=O)NC3Cc1ccccc1 (stereo unspecified)
(35) CCOC(=O)c1oc2ccc(Cl)cc2c1NC(C)=O

compound no.	31	32	33	34	35
PLCg1 inh	-12	1	0	-1	0
ARFGAP1 inh	-8	7	-4	-7	-5
Tn6 DDE FP	-8	-1	1	4	2
KLK7 zymogen act	-4.1	0.5	0.2	-0.3	-0.5
UHRF1 binding	0	-2	-3	6	-2
PLCb3 inh	-16	-3	-6	1	-4
MBD2 DNA inh	-4	2	1	3	-2
ASAP1 inh	3	-4	1	-4	3
DDE Tn7 FP inh	7	-4	9	0	-9
ADAM17 inh	-8	-5	-3	-5	-2

(36) CCC(CC)C(=O)Nc1nnc(S(=O)(=O)N(CC)c2ccc(OC)cc2)s1
(37) O=C(COC(=O)c1ccc(NS(=O)(=O)c2ccc3c(c2)OCCO3)cc1)NCC1CCCO1 (stereo unspecified)
(38) O=C(Nc1ccncc1)c1ccc2ccccc2c1
(39) Cn1c(SCC(=O)NCCc2ccccc2)nnc1C1CCCCC1
(40) COc1ccc(OCCn2cc(/C=C(\C#N)C(=O)NCc3ccco3)c3ccccc32)cc1

compound no.	36	37	38	39	40
PLCg1 inh	0	-2	-2	-2	-1
ARFGAP1 inh	-6	-5	11	-11	9
Tn6 DDE FP	4	3	-1	-2	-1
KLK7 zymogen act	0.0	-0.6	-0.1	0.0	-4.7
UHRF1 binding	0	-3	-2	-1	0
PLCb3 inh	-5	1	2	-3	-1
MBD2 DNA inh	0	-3	0	1	4
ASAP1 inh	13	-6	-9	2	8
DDE Tn7 FP inh	2	-5	-7	-3	-8
ADAM17 inh	0	-3	-2	-1	2

(41) CCc1ccc(OCCOCC(O)CNC(C)(C)C)cc1 (stereo unspecified)
(42) COCCCNC(=O)CCn1c(=O)c2ccccc2n(CC(=O)NCCC2=CCCCC2)c1=O
(43) COc1ccc(S(=O)(=O)N2CCCCCC2)cc1NC(=O)CN(C)Cc1ccc2c(c1)OCO2
(44) O=C(c1ccsc1)N1CCCC(N2CCOCC2)C1 (stereo unspecified)
(45) Cc1nn(CC(=O)N2CCC(C)CC2)c(=O)c2cccn12
(46) CN1CCN(CCCCOc2ccccc2-c2ccccc2)CC1
(47) Cc1ccc(C)c(OCCC(=O)NNC(=O)c2cc(C)oc2C)c1

compound no.	41	42	43	44	45	46	47
PLCg1 inh	-1	3	0	1	0	0	-2
ARFGAP1 inh	-7	-4	0	-12	-2	8	0
Tn6 DDE FP	-1	4	-4	-8	-4	-3	9
KLK7 zymogen act	-0.1	0.0	-1.3	0.8	0.9	0.5	-0.2
UHRF1 binding	3	2	2	-5	-1	3	-2
PLCb3 inh	-2	-3	-5	1	-5	-47	-4
MBD2 DNA inh	4	-4	0	-1	-5	0	-3
ASAP1 inh	-15	9	-14	-2	2	-14	-7
DDE Tn7 FP inh	10	2	-10	3	-3	4	4
ADAM17 inh	0	-4	3	-1	0	-3	-2
